TAAR1 agonist: human TAAR1 agonism; Q96RJ0; CHO RD-HGA16 TAAR1, Fluo-8 calcium fluorescence; vehicle wells 0%, saturating PEA agonist 100%; activation, % at 3 µM; actives 0.99% (n = 360,000); AID 624467;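 active = activation above the mean activation of all test compounds in the run plus 3 SD, cut at about 38% in these data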
Target sequence (Q96RJ0 whole entry, looked up): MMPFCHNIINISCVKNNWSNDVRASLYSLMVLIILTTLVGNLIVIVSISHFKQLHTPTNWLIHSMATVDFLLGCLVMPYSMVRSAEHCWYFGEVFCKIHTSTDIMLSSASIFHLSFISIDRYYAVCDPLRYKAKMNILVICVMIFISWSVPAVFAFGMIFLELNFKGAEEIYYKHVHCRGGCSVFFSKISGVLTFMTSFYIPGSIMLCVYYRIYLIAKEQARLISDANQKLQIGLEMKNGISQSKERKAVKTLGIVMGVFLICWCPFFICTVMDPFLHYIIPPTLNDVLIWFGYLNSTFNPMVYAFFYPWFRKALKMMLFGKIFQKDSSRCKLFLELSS
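Signal – calcium-sensitive Fluo-8 signal, excitation 470-495, emission 515-575 nm · System – RD-HGA16 (CHO) cells co-expressing Gα16 and hTAAR1 · Incubation – 17-24 h seeding, 75 min 37 °C dye, 30 min RT · Compound dosing – 3 µM single concentration · Repeats – no replicates (n 1)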
TAAR1 antag: antagonists of human TAAR1. Q96RJ0. CHO RD-HGA16 TAAR1, Fluo-8 calcium fluorescence, antagonist. inhibition, % at 3 µM. actives 1.5% (n = 360,000). AID 624466;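 active = inhibition above a per-plate cutoff, the mean inhibition of test compounds on that plate plus 3 SD, cut at about 49% in these data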;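 also: 0% = DMSO plus EC80 beta-PEA response and 100% = DMSO alone without agonist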
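System: RD-HGA16 CHO cells with stable hTAAR1 and Gα16 | Probe or stimulus: EC80 β-phenethylamine stimulus | Dosing: 3 µM, single point | Times: Dye loading 75 min at 37 °C, then 30 min room temperature | Measured by: Fluo-8 calcium-sensitive fluorescence | Read-out basis: % inhibition of agonist calcium response | Replicates: n of 1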
CHRM1 agonist: activates human CHRM1 receptor. CHO-K1 hM1, Fluo-8 calcium fluorescence, agonist mode; 0% DMSO, 100% acetylcholine EC100. actives 0.33% (n = 360,000). activation, % at 3 µM. P11229. AID 588814;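 active = activation above the run's mean compound activation plus 3 SD, cut at about 16% in these data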;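 also: peak over basal fluorescence ratio within a 140 s kinetic read after compound addition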
Target sequence (P11229 whole entry, looked up): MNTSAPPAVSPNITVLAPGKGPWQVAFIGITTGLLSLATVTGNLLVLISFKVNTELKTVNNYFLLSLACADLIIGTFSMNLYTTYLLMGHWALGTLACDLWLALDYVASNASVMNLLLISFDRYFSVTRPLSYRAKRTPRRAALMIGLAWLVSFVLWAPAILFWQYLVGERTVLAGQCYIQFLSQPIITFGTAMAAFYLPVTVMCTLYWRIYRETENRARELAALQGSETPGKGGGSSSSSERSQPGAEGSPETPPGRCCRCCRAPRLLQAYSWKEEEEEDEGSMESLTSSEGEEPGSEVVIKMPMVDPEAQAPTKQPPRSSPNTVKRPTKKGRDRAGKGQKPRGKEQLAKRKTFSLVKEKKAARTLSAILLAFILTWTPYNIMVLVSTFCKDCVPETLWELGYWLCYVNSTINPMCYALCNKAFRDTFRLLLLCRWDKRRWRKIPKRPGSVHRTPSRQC
CHRM1 antagonist: blocks human M1 muscarinic receptor; actives 1.3% (n = 360,000); CHO-K1 hM1, Fluo-8 calcium fluorescence, ACh EC80 antagonist; inhibition, % at 3 µM; P11229; AID 588852;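 active = percent inhibition above its own plate's cutoff, namely the mean of that plate's compound wells plus 3 SD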;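 also: peak over basal fluorescence ratio during 140 s after agonist addition; 0% = ACh EC80 plus DMSO and 100% = DMSO alone without agonist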
M1 PAM parental: M1 PAM counterscreen hit in parental CHO-K1 cells | activation, % at 3 µM | actives 0.02% (n = 360,000) | AID 602247 | ATP EC20, Fluo-8 calcium fluorescence; 0% at ATP EC20, 100% at ATP max;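 active = activation above the run cutoff, the mean activation of all test compounds plus 3 SD, cut at about 40% in these data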;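 also: peak over basal fluorescence ratio in a 140 s read after ATP addition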
M1 PAM: human CHRM1 positive allosteric modulation. CHO-K1 hM1, Fluo-8 calcium fluorescence, ACh EC20; 0% = ACh EC20, 100% = maximal ACh. activation, % at 3 µM. actives 0.088% (n = 360,000). AID 588819; in the data active = activation above about 19%, passing the limit was not always enough
CHO parental Ca: counter-screen: ATP calcium response change in parental CHO cells; parental CHO-K1, ATP-induced calcium, Fluo-8 fluorescence; inhibition, % at 5.6 µM; actives 0.63% (n = 330,000);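 active = inhibition above that plate's mean sample inhibition plus 3 SD, cut at about 26% in these data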;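 also: 0% = ATP-challenged DMSO wells and 100% = DMSO wells without ATP; some compounds past the cut are filed as inactive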
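Material: Parental CHO cells | Reagent: ATP | Compound dosing: Single nominal dose of 5.6 µM per compound | Detection: Intracellular calcium via Fluo-8 no-wash fluorescent dye | Read-out: % inhibition of ATP-induced calcium mobilization | Benchmarks: Low control ATP plus DMSO, high control DMSO only | Replicates: Singlicate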
CHO-K1 Ca antag: nonselective inhibitor or artifact in parental CHO-K1 cells. inhibition, % at 3 µM. AID 602250. actives 0.6% (n = 360,000). ATP-induced calcium, Fluo-8 fluorescence;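 active = inhibition above a per-plate cutoff, the plate's mean sample inhibition plus 3 SD, cut at about 24% in these data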;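 also: 0% = DMSO plus EC80 ATP and 100% = DMSO alone without ATP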
M1 ag parental: nonselective activator or artifact in parental CHO-K1 cells; Fluo-8 calcium fluorescence; scaled to maximal ATP response, vehicle zero; activation, % at 3 µM; actives 0.48% (n = 360,000); AID 602248; in the data active = activation above about 15%;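 also: untransfected CHO-K1 host cells lacking M1 receptor as counterscreen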
* = called active by the depositor; . = not tested or not shown.

SMILES	TAAR1 agonist	TAAR1 antag	CHRM1 agonist	CHRM1 antagonist	M1 PAM parental	M1 PAM	CHO parental Ca	CHO-K1 Ca antag	M1 ag parental
CCc1cc(=O)oc2cc(C)cc(OC(C)C(=O)NCCN3CCOCC3)c12 (stereo not given)	0	-11	-3	0	-14	-2	-7	-11	0.2
CC(=O)Nc1ccc(NC(=O)CCCSc2nc3ccccc3s2)cc1	1	-1	-1	2	6	1	-2	-12	0.8
O=C(CNC(=O)c1ccccc1Cl)NCC(c1cccs1)N1CCOCC1 (stereo not given)	1	-2	-5	-8	10	6	-4	-4	0.2
O=C(O)c1ccccc1C(=O)Nc1ccc(Oc2cccc3ccccc23)cc1	5	13	-5	1	18	3	.	-19	-0.2
O=C(CNC(=O)c1ccc(Cl)cc1Cl)OCC(=O)N1CCCC1	-3	3	-2	-4	16	4	-3	-8	0.4
CC1(c2nnc(-c3ccc(Cl)cc3)o2)CC(c2cccnc2)=NO1 (stereo not given)	3	10	-2	4	7	8	0	-4	-0.1
Cc1ccc(C)c(NS(=O)(=O)c2cc(Br)cnc2N)c1	11	0	-6	1	18	-11	4	-12	1.1
CC1Cc2ccccc2N1CC(=O)NC(c1ccccc1)c1ccccc1 (stereo not given)	7	34	-11	3	7	-18	-2	1	-0.4
CC(=O)c1ccc(N2CCN(S(=O)(=O)c3ccc4c(c3)C(Cl)(Cl)C(=O)N4)CC2)cc1	22	20	2	-4	14	-2	.	4	1.5
C=C(C)CSc1cc(C)c(C#N)c2nc3ccccc3n12	0	3	-10	-9	17	7	-10	-14	1.6

Structures above that contain a halogen:
SMILES	TAAR1 agonist	TAAR1 antag	CHRM1 agonist	CHRM1 antagonist	M1 PAM parental	M1 PAM	CHO parental Ca	CHO-K1 Ca antag	M1 ag parental
O=C(CNC(=O)c1ccccc1Cl)NCC(c1cccs1)N1CCOCC1 (stereo not given)	1	-2	-5	-8	10	6	-4	-4	0.2
O=C(CNC(=O)c1ccc(Cl)cc1Cl)OCC(=O)N1CCCC1	-3	3	-2	-4	16	4	-3	-8	0.4
CC1(c2nnc(-c3ccc(Cl)cc3)o2)CC(c2cccnc2)=NO1 (stereo not given)	3	10	-2	4	7	8	0	-4	-0.1
Cc1ccc(C)c(NS(=O)(=O)c2cc(Br)cnc2N)c1	11	0	-6	1	18	-11	4	-12	1.1
CC(=O)c1ccc(N2CCN(S(=O)(=O)c3ccc4c(c3)C(Cl)(Cl)C(=O)N4)CC2)cc1	22	20	2	-4	14	-2	.	4	1.5

Later entries:
SMILES	TAAR1 agonist	TAAR1 antag	CHRM1 agonist	CHRM1 antagonist	M1 PAM parental	M1 PAM	CHO parental Ca	CHO-K1 Ca antag	M1 ag parental
O=C(CN1C(=O)NC2(CCCC2)C1=O)Nc1cccc(-c2nnc3n2CCCCC3)c1	10	-6	-3	0	8	4	-10	-8	-0.1
CCc1nc2ccc(C(=O)Nc3ccc(C(N)=O)cc3)cn2c1N(C)CCC(C)C	43*	26	-5	1	-3	-5	.	3	2.1
CCOc1ccc2nc(-c3cc(NC(C)=O)ccc3O)sc2c1	7	-7	-6	-8	21	15	10	-12	1.0
COc1cccc(N(CC(=O)N/N=C(\C)c2cccs2)S(C)(=O)=O)c1	1	-4	-5	-6	4	4	-8	-1	0.2
COc1ccc(C(=O)N2CCN(c3ccc([N+](=O)[O-])c(NCCc4ccc(OC)c(OC)c4)c3)CC2)cc1	4	18	-5	-1	22	1	-6	-4	2.9
Cc1cccc(-n2ncc3c2CCCC3NC(=O)Cc2c(C)noc2C)c1C (stereo not given)	3	0	2	1	-6	4	1	13	9.8
Cc1ccc(C(=O)OCC(=O)Nc2ccc(Cl)cn2)cc1S(=O)(=O)N1CCOCC1	5	-8	-3	-10	10	4	.	-2	2.4
CCn1c(C(=O)O)c(CC(=O)N(C)c2ccc(OC)cc2OC)c2ccccc21	3	-27	-2	-17	12	9	-1	-18	0.4
O=C(Nc1ccncc1)c1cc(F)cc(F)c1	1	-24	-2	-1	19	3	-21	-12	1.2
COc1ccccc1OCc1ccc(C(=O)Nc2ccccc2F)cc1	1	16	-6	-8	17	5	2	-11	2.5
CCC(C)[C@H](NC(=O)N1CC(=O)Nc2ccccc21)C(=O)N1CCC[C@H]1C(=O)O (stereo not given in full)	1	-26	-2	-12	0	9	-5	10	0.2
Fc1cc(F)c2nc(Nc3nc4c(F)cccc4s3)sc2c1	3	28	1	1	33	4	7	-9	1.1
Cc1ccc(-c2csc(NCCn3c(-c4ccncc4)nc4ccccc43)n2)cc1	15	41	-7	19	12	-9	-30	-20	6.8
COc1cc(C)c(Cl)cc1S(=O)(=O)N1CCCC1	5	9	-9	-8	-6	10	-2	4	-0.2
COCCNC(=O)c1ccc(CN2CCC(Cc3ccccc3)CC2)cc1	-1	-1	-9	43*	10	-25	-4	-9	0.4
COc1ccccc1Nc1ccc(N)cc1	-1	0	-5	2	2	2	-1	-11	-0.3
Cc1ccc2c(c1)c1c3n2CCCNC3CCC1 (stereo not given)	4	-10	-2	2	10	7	2	-7	0.5
COC(=O)CSc1nc(-c2cccs2)ccc1C#N	13	6	-8	47*	19	-18	-21	-7	1.6
Cc1ccc(S(=O)(=O)NNC(=O)c2cnn(-c3ccccc3)c2C(F)(F)F)cc1	18	-7	0	-10	11	9	-13	-11	3.5
Cc1cc(C)nc(N/N=C/c2c(C)oc3ccccc23)n1	7	13	-8	-6	-3	-1	-6	11	0.0
O=C1Nc2ccccc2SC(c2ccccc2)C1O (stereo not given)	0	5	-3	0	11	5	-7	-13	4.7
Oc1ccccc1C1=NN(c2ccccc2)C(c2ccccc2)C1 (stereo not given)	-2	0	0	-4	-7	3	9	-12	1.5
CC1=C(C(=O)Nc2ccccc2)C(c2ccc(N(C)C)cc2)NC(=O)N1 (stereo not given)	6	-16	-4	4	9	1	3	5	0.6
CN1CCN(C(=O)C2=NOC3(C2)C(=O)Nc2ccccc23)CC1 (stereo not given)	2	2	.	.	10	.	.	-14	0.1
CCC(Sc1nc(N)c(NC(=O)c2ccc(OC)c(OC)c2)c(=O)[nH]1)C(=O)OC (stereo not given)	4	-21	0	1	18	-2	-12	5	3.8
Oc1ccc(N=Cc2cc(Br)c(N3CCOCC3)o2)cc1	2	-2	-5	-9	12	10	-4	-6	0.1
Cc1ccc(C(=O)NN=C2CCCC2)cc1C	-1	1	-4	-7	5	0	-8	3	0.8
O=C1C=C(NCc2ccccc2)CCC1	0	7	-4	11	24	1	5	-9	1.5
Cc1cc(C)c2c(n1)nn1c(NCCN3CCOCC3)cc(C)nc21	1	-19	-4	2	5	0	-5	-1	0.1
CCOC(=O)c1c(CSc2ccc(C)cc2)oc2ccc(O)cc12	2	30	-7	-3	23	3	9	-3	0.3
CCOC(=O)CN1C(=O)C(O)(CC(=O)c2ccc3c(c2)CCCC3)c2ccccc21 (stereo not given)	10	-7	-1	4	-3	3	-34	5	2.0
O=C(c1ccccc1)c1ccc(OCC(O)CNCc2ccc(Cl)cc2)cc1 (stereo not given)	49*	18	2	2	8	2	-15	1	18*
Cc1cccc(N(CC(=O)NCCSCc2ccccc2)S(C)(=O)=O)c1C	12	8	-3	-3	13	1	-11	-6	1.1
CCc1ccc(OCC(O)CNC(C)(C)C)cc1 (stereo not given)	3	-25	-6	4	14	3	-14	-6	0.6
COc1ccc(-c2cn(Cc3ccc(C(N)=O)cc3)c(-c3ccc(Cl)nc3)n2)cc1	8	2	0	-6	7	11	-15	-14	-0.1
FC(F)(F)c1nc(Sc2ncccc2C(F)(F)F)n[nH]1	13	-44	-4	20	9	-8	-9	-7	0.2
C=CCn1c(SCC(=O)c2ccc(O)c(O)c2)nnc1-c1cccc(C)c1	2	8	0	-11	19	7	-5	-10	0.0
CC(c1nnc(SCC(=O)Nc2ccc3[nH]c(=O)[nH]c3c2)n1Cc1ccccc1)N(C)C (stereo not given)	3	12	-4	0	-4	1	8	10	-0.2
Cc1ccc(S(=O)(=O)N2CCN(C3CC4CCC3C4)CC2)cc1 (stereo not given)	1	10	-11	-1	-17	-1	-9	-2	-1.2
O=C(NCC1CCCO1)C(=O)N/N=C\c1ccc2c(c1)OCO2 (stereo not given)	-2	-5	-5	-9	15	3	.	-16	0.0
CCOc1cc(S(=O)(=O)N2CCCCC2)ccc1F	1	-19	-8	-15	12	12	-13	-5	-0.1
O=C(NCCCN1CCOCC1)c1ccc(NC(=O)C2COc3ccccc3O2)cc1 (stereo not given)	1	19	-11	-5	14	9	-8	-6	0.8
Cc1cccc(OCCOC(=O)C2CCN(S(=O)(=O)c3cccs3)CC2)c1	4	16	-2	-8	11	2	-13	-6	0.0
O=c1c2cnn(-c3ccccc3Cl)c2ncn1Cc1cccnc1	6	-4	-2	7	-2	-2	-2	-1	0.4
Cn1c(SCC(=O)NN2C(=O)NC(C)(c3ccccc3)C2=O)nnc1-c1ccncc1 (stereo not given)	9	-10	-1	-8	-8	10	-4	5	0.3
COc1ccc(Nc2nc3c(C)cccc3cc2C#N)cc1	2	6	-5	-2	10	9	-6	4	-0.4
COc1cccc(-n2nnnc2SCC(=O)Nc2cccc(C)n2)c1	5	6	-3	-3	10	-7	-22	-16	3.3
NC(=O)c1ccsc1NC(=O)COC(=O)Cc1c[nH]c2ccccc12	18	66*	7	20	-18	-13	7	20	13
COC(=O)CN1C(=O)Nc2ccc(C)cc2C1c1ccccc1 (stereo not given)	2	4	-7	6	19	0	-21	-13	1.4
C(#CSCc1ccccc1)SCc1ccccc1	2	10	-4	-13	21	10	.	-9	-0.3

More entries follow:
SMILES	TAAR1 agonist	TAAR1 antag	CHRM1 agonist	CHRM1 antagonist	M1 PAM parental	M1 PAM	CHO parental Ca	CHO-K1 Ca antag	M1 ag parental
CCOC(=O)CSc1nc2cc3c(cc2cc1CC)OCCO3	15	1	-6	6	20	-14	-20	-8	-0.1
CC(C)(O)[C@@H]1[C@@H]2C[C@@]3(CC[C@]4(C)C(CCC5[C@@]6(C)CC[C@H](O)C(C)(C)C6CC[C@]54C)[C@@H]13)C(=O)O2 (stereo not given in full)	.	.	-1	-13	11	8	-12	-4	0.4
CCCCN(C(=O)COC(=O)c1nc2nc(C)cc(C)n2n1)C1CCS(=O)(=O)C1 (stereo not given)	2	11	1	-17	16	14	-2	1	0.8
CN(C)c1ccc(NC(=S)Nc2ccc3c(c2)c(=O)n(C)n3-c2ccc(C(C)(C)C)cc2)cc1	-1	-13	-7	-10	3	2	.	9	0.0
O=C(c1ccc(Cn2c(=O)[nH]c3ccccc3c2=O)cc1)N1CCN(c2ccccn2)CC1	10	42	-4	3	-3	-7	-6	6	3.9
CC(=O)N1CCc2cc(Br)cc(S(=O)(=O)N3CCc4ccccc43)c21	5	0	-8	0	18	3	-15	-2	5.5

High-throughput results as filed in PubChem.
